VEEV TC-83 Vero: inhibitors of VEEV TC-83 cytopathic effect, confirmation, Vero cells (AID 588727) | Vero cells, VEEV TC-83 cytopathic effect inhibition; higher % means a stronger effect | one-dose inhibition, % at 20 µM; IC50 in µM for titrated hits | actives 0.13% (n = 350,000); in the data active means a potency from the dose series; further: strong numbers were not always called active
H1N1 NS1A inhibition: NS1A inhibition, H1N1 influenza, cell based functional assay (AID 504329); NS1A functional cell-based assay, percent inhibition; higher % means a stronger effect; one-dose inhibition, % at 12.5 µM; IC50 in µM for titrated hits; actives 0.3% (n = 340,000); in the data active means a potency from the dose series; further: strong numbers were not always called active
H37Rv inhibition: M. tuberculosis growth inhibition, HTS (AID 449762). actives 0.59% (n = 330,000). M. tuberculosis H37Rv growth inhibition, 7H9 media; higher % means a stronger effect. inhibition, % at 25 µM; hits with a dose series show IC50 in µM; in the data active means a potency from the dose series;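 further: bacterial growth assessed after seven days of incubation; strong numbers were not always called active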
PhoP GFP inhibition: PhoP regulon inhibitors, Salmonella typhi PhoP promoter GFP reporter, confirmatory (AID 1850) | Salmonella Typhi PhoP-promoter GFP reporter, fluorescence, 4 h; higher % means a stronger effect | inhibition, % at 50 µM, or IC50 in µM where a hit was titrated | actives 0.33% (n = 310,000); in the data active means a potency from the dose series;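 further: 0% = induced wells with vehicle and 100% = uninduced wells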
M. tuberculosis: growth inhibition of non-replicating M. tuberculosis (AID 488890); actives 0.39% (n = 320,000); one-dose inhibition, % at 25 µM; IC50 in µM for titrated hits; Mycobacterium tuberculosis non-replicating, growth inhibition; higher % means a stronger effect; in the data active means a potency from the dose series;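 further: plate controls were DMSO cells for no effect and high antibiotic wells for full effect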
VEEV TC-83 Vero 10K pilot screen: also measured in VEEV TC-83 Vero; calls as there; inhibition, %; measured here: 10K pilot screen inhibition
* marks the source's active call; other numbers are inactive results; i = inactive; nt = not tested or not shown.

SMILES	VEEV TC-83 Vero	H1N1 NS1A inhibition	H37Rv inhibition	PhoP GFP inhibition	M. tuberculosis	others
c1ccc2oc(-c3[nH]ncc3CN3CCC(N4CCSCC4)CC3)cc2c1	i	-11%	2%	-9%	-6%
Cc1csc(NC(=O)CCc2ccc(S(=O)(=O)N3CCOCC3)cc2)n1	0.3%	-15%	8%	5%	12%
N=C1/C(=C\c2ccc(Br)o2)C(=O)N=C2SC(CC(=O)N3CCOCC3)=NN12	1.3%	9%	1%	1%	-12%
COc1cc2ccccc2cc1C(=O)Nc1ccc(N2CCOCC2)cc1	1.1%	4%	-2%	-2%	13%
CC(C)CCSc1ncnc2c1oc1nc3c(cc12)COC(C)(C)C3	0.4%	1%	4%	5%	-3%
COC(=O)c1ccc(-c2noc(CN(Cc3ccccn3)CC3CCCO3)n2)cc1 (stereo unspecified)	0.3%	-7%	1%	-2%	31%
CN(C(=O)c1cccc(NC(=O)Cc2ccc(NC(=O)C3CCCN(C(=O)C4CC4)C3)cc2)c1)C1CC1 (stereo unspecified)	0.4%	6%	nt	nt	nt
CCCCC(CCc1ccccn1)C(=O)c1ccccc1 (stereo unspecified)	i	-2%	nt	nt	nt
CCc1ccc(OCC(=O)NC(NC(=S)Nc2ccccc2)C(Cl)(Cl)Cl)cc1 (stereo unspecified)	1.4%	-3%	-4%	-3%	40%
O=C(C1CCCN(Cc2ccccc2)C1)N1CCc2ccccc2C1 (stereo unspecified)	i	22%	-16%	2%	20%
CCCCc1ccc(NC(=O)Cn2c(=O)c(N3CCCCC3)c(N)n(C)c2=O)cc1	3.0%	-16%	2%	nt	-2%
O=C(Nc1cc2c(oc1=O)CCCC2=O)c1cccc(Cl)c1	3.8%	5%	-2%	-6%	0%
Cc1ccccc1OC/C(O)=C(\C#N)c1nc2ccccc2[nH]1	i	-12%	-2%	-1%	4%
CCOC(=O)N1CCN(C(=O)C2CCCN(c3nc4ccc(OCC)cc4s3)C2)CC1 (stereo unspecified)	8.8%	4%	-9%	-12%	34%
Cn1nc(CC(=O)Nc2ccc3c(c2)OCCO3)c2ccccc2c1=O	0.7%	-5%	0%	14%	23%
CCOC(=O)c1ccccc1NC(=O)CSc1nc(N)cc(=O)[nH]1	i	-8%	4%	10%	9%
Cc1nn(CC(=O)Nc2ccc(Cl)cc2)c(=O)c2cc(-c3ccccc3)nn12	i	-3%	0%	4%	-2%
CCCCNC(=O)[C@H](CSCc1ccccc1)N1Cc2ccccc2C1=O	2.4%	-3%	-12%	-6%	nt
c1ccc(CCCCc2ccncc2)cc1	2.1%	-7%	nt	nt	nt
CC[C@H](C)[C@@H]1NC(=O)[C@H]([C@@H](C)CC)NC(=O)[C@@H](CC(C)C)NC(=O)[C@H](Cc2ccccc2)NC(=O)[C@H](Cc2ccccc2)NC(=O)[C@@H]2CCCN2C(=O)[C@@H]2CCCN2C(=O)[C@H](C(C)C)NC(=O)[C@H](CC(C)C)NC1=O	i	-1%	11%	nt	53%
CCOc1ccc(CNc2ccc(S(N)(=O)=O)cc2)cc1	0.4%	-9%	5%	-20%	39%
CCOc1ccc(Nc2ncnc3c2cnn3Cc2ccccc2)cc1	0.5%	4%	6%	-3%	35%
COc1ccc(CCNC(=O)c2c(-c3ccccc3)noc2C)cc1OC	11%	-4%	-6%	-3%	8%
CN(C)CCNC(=O)c1ccc(CS(=O)(=O)c2c(Cl)cccc2Cl)o1	0.4%	-6%	-1%	-7%	7%
CC(=O)Oc1cccc(Nc2ncnc3ccccc23)c1	7.9%	-5%	0%	-6%	50%
Going on with the list.
SMILES	VEEV TC-83 Vero	H1N1 NS1A inhibition	H37Rv inhibition	PhoP GFP inhibition	M. tuberculosis	others
C/C(=N\Nc1nc(N2CCOCC2)nc(N2CCOCC2)n1)c1cccs1	1.1%	-5%	3%	-12%	-1%
Cc1ccc(N2C(=O)C(c3c(C)[nH]n(-c4ccccc4)c3=O)(C(F)(F)F)C3=C2CC(C)(C)CC3=O)cc1 (stereo unspecified)	i	6%	2%	-6%	17%
Cc1ccc(N2C(=O)/C(=C/c3cccnc3)SC2=S)cc1	1.1%	24%	-1%	-1%	2%
CC(Oc1ccccc1)C(=O)NC1C(=O)N2C1SC(C)(C)C2C(=O)O (stereo unspecified)	0.8%	12%	4%	-5%	-25%
CN1C[C@H]2CON(C)[C@H]2C[C@H]1c1cccc(N2CCOCC2)c1	0.2%	13%	nt	nt	nt
CC1(c2ccc3c(c2)OCCCO3)NC(=O)N(CC(=O)NCCc2ccccc2)C1=O (stereo unspecified)	1.6%	-7%	-6%	nt	2%
O=C(OCc1ccccc1)N1CCC2CC1c1cc(-c3ccc4c(c3)OCO4)ccc12 (stereo unspecified)	i	-5%	nt	nt	nt
CC(=O)Oc1ccc(C(=O)Nc2ccccc2NC(=O)c2ccc(OC(C)=O)cc2)cc1	3.1%	-4%	3%	-5%	2%
COc1ccc(CC2(CO)CCN(C(C)COc3ccccc3)CC2)cc1 (stereo unspecified)	0.1%	4%	-5%	21%	16%
O=C(/C=C/Nc1ccc(F)cc1F)c1ccco1	i	2%	1%	-5%	18%
COc1ccc(C(=O)NC(=S)N2CC(C)OC(C)C2)cc1 (stereo unspecified)	0.1%	5%	2%	-9%	36%
COc1ccc(C2SCC(=O)Nc3c2c(C)nn3-c2ccccc2)cc1 (stereo unspecified)	0.6%	-2%	-2%	-19%	27%
CCN(CC(=O)NCc1ccc(F)cc1)CC(=O)Nc1ccccc1-c1ccccc1	6.1%	-6%	13%	-9%	-3%
CN(C(=O)c1ccc(NC(=O)Cc2ccc(NC(=O)C3CCN(C(=O)C4CC4)CC3)cc2)cc1)C1CC1	8.5%	-1%	-3%	nt	-8%
Cc1ccc(CNC(=O)Cc2nc3nc(C)cc(C)n3n2)cc1	i	-4%	6%	-4%	1%
COc1ccc(CNC(=O)c2cc(C(C)=O)c[nH]2)cc1	i	1%	7%	-3%	-42%
Cc1nc(SCC(=O)N(C)C2(C#N)CCCCC2)c2ccccc2n1	5.5%	-4%	2%	nt	14%
CN(Cc1ccccc1)C(=O)c1ccc(S(=O)(=O)N(C)c2ccccc2)cc1	7.3%	-17%	4%	nt	18%
CCOC(=O)N1CCN(Cc2nnc(-c3ccccc3C)o2)CC1	0.5%	-4%	-1%	-5%	32%
Cc1ccc(/C=N\NC(=O)Cc2noc3ccccc23)cc1	1.8%	-8%	-1%	-12%	-2%
COc1ccc(N2CCN(C(=O)COC(=O)Cc3cccc(OC)c3)CC2)cc1	1.3%	-9%	4%	-1%	7%
c1cnc(-c2noc(CN3CCN(C4C5CC6CC(C5)CC4C6)CC3)n2)cn1 (stereo unspecified)	i	4%	-6%	3%	-12%
COc1ccc(C(=O)c2c(NC(C)=O)sc3c2CCN(C(=O)OC(C)(C)C)C3)cc1	7.2%	nt	1%	0%	17%
Cc1ccc(Cn2ccsc2=NC(=O)COC(=O)C(C)C)cc1	2.0%	-13%	-7%	-13%	11%
COc1cc2cc(Oc3ccc4ccc(=O)oc4c3)c(=O)oc2cc1O[C@@H]1O[C@H](CO)[C@@H](O)[C@H](O)[C@H]1O	1.6%	-9%	-3%	nt	-7%	VEEV TC-83 Vero 10K pilot screen=4.4
Next part:
SMILES	VEEV TC-83 Vero	H1N1 NS1A inhibition	H37Rv inhibition	PhoP GFP inhibition	M. tuberculosis	others
COc1ccc2c(c1)c1ncn(CCc3ccccc3)c(=O)c1n2C	0.2%	7%	4%	-8%	51%
Cc1oc2cc3oc(=O)c(CC(=O)NCCCC(=O)O)c(C)c3cc2c1C	0.2%	-1%	-4%	4%	3%
OC(COCCOc1ccc(Br)cc1)CN1CCN(Cc2ccccc2)CC1 (stereo unspecified)	i	-6%	8%	5%	61%
Cc1cc(-c2ccccc2)c2c3c(c(-c4ccccc4)n2n1)c(=O)n(C)c(=O)n3C	0.9%	1%	1%	-130%	9%
COc1ccccc1CN1CC(C(=O)NCc2ncccc2C)CCC1=O (stereo unspecified)	0.6%	17%	1%	-2%	3%
S=c1[nH]nc(CSCCOc2ccc(Cl)cc2Cl)o1	0.9%	-3%	-6%	3%	-16%
CSCC[C@H](NS(=O)(=O)c1ccc(C)cc1)C(=O)N1CCC(C(=O)N[C@@H](Cc2ccccc2)C(=O)O)CC1	1.0%	-2%	-10%	7%	-2%
CSc1nc(-c2ccccc2)cn1-c1ccc(NC(C)=O)cc1	i	5%	7%	0%	39%
O=C(O)C1CCCN1S(=O)(=O)c1ccccc1 (stereo unspecified)	2.4%	5%	-4%	8%	0%	VEEV TC-83 Vero 10K pilot screen=0.3
Cc1cc(NC(=O)CSc2nc3c(c(-c4cccnc4)c2C#N)CCC3)no1	0.3%	6%	-2%	-4%	10%
CCOC(=O)c1c(C)[nH]c(C)c1C(=O)COC(=O)/C=C/c1cccc(Cl)c1	1.6%	4%	-2%	1%	63%
N#CCC(=O)N1CCN(C(c2ccccc2)c2ccccc2)CC1	i	nt	-11%	21%	8%
O=C(NC1CC2CCCC(C1)N2C(=O)NC1CCCCC1)c1ccc(F)cc1 (stereo unspecified)	i	5%	3%	10%	-1%	VEEV TC-83 Vero 10K pilot screen=0.0
COc1ccc(Cl)cc1S(=O)(=O)NC(C)C(=O)NCc1ccc2c(c1)OCO2 (stereo unspecified)	0.8%	-3%	-2%	-13%	-2%

Gathered by group, those above containing four or more nitrogen atoms
SMILES	VEEV TC-83 Vero	H1N1 NS1A inhibition	H37Rv inhibition	PhoP GFP inhibition	M. tuberculosis	others
c1ccc2oc(-c3[nH]ncc3CN3CCC(N4CCSCC4)CC3)cc2c1	i	-11%	2%	-9%	-6%
N=C1/C(=C\c2ccc(Br)o2)C(=O)N=C2SC(CC(=O)N3CCOCC3)=NN12	1.3%	9%	1%	1%	-12%
COC(=O)c1ccc(-c2noc(CN(Cc3ccccn3)CC3CCCO3)n2)cc1 (stereo unspecified)	0.3%	-7%	1%	-2%	31%
CN(C(=O)c1cccc(NC(=O)Cc2ccc(NC(=O)C3CCCN(C(=O)C4CC4)C3)cc2)c1)C1CC1 (stereo unspecified)	0.4%	6%	nt	nt	nt
CCCCc1ccc(NC(=O)Cn2c(=O)c(N3CCCCC3)c(N)n(C)c2=O)cc1	3.0%	-16%	2%	nt	-2%
CCOC(=O)N1CCN(C(=O)C2CCCN(c3nc4ccc(OCC)cc4s3)C2)CC1 (stereo unspecified)	8.8%	4%	-9%	-12%	34%
CCOC(=O)c1ccccc1NC(=O)CSc1nc(N)cc(=O)[nH]1	i	-8%	4%	10%	9%
Cc1nn(CC(=O)Nc2ccc(Cl)cc2)c(=O)c2cc(-c3ccccc3)nn12	i	-3%	0%	4%	-2%
CC[C@H](C)[C@@H]1NC(=O)[C@H]([C@@H](C)CC)NC(=O)[C@@H](CC(C)C)NC(=O)[C@H](Cc2ccccc2)NC(=O)[C@H](Cc2ccccc2)NC(=O)[C@@H]2CCCN2C(=O)[C@@H]2CCCN2C(=O)[C@H](C(C)C)NC(=O)[C@H](CC(C)C)NC1=O	i	-1%	11%	nt	53%
CCOc1ccc(Nc2ncnc3c2cnn3Cc2ccccc2)cc1	0.5%	4%	6%	-3%	35%
C/C(=N\Nc1nc(N2CCOCC2)nc(N2CCOCC2)n1)c1cccs1	1.1%	-5%	3%	-12%	-1%
CN(C(=O)c1ccc(NC(=O)Cc2ccc(NC(=O)C3CCN(C(=O)C4CC4)CC3)cc2)cc1)C1CC1	8.5%	-1%	-3%	nt	-8%
Cc1ccc(CNC(=O)Cc2nc3nc(C)cc(C)n3n2)cc1	i	-4%	6%	-4%	1%
Cc1nc(SCC(=O)N(C)C2(C#N)CCCCC2)c2ccccc2n1	5.5%	-4%	2%	nt	14%
CCOC(=O)N1CCN(Cc2nnc(-c3ccccc3C)o2)CC1	0.5%	-4%	-1%	-5%	32%
c1cnc(-c2noc(CN3CCN(C4C5CC6CC(C5)CC4C6)CC3)n2)cn1 (stereo unspecified)	i	4%	-6%	3%	-12%
Cc1cc(-c2ccccc2)c2c3c(c(-c4ccccc4)n2n1)c(=O)n(C)c(=O)n3C	0.9%	1%	1%	-130%	9%
Cc1cc(NC(=O)CSc2nc3c(c(-c4cccnc4)c2C#N)CCC3)no1	0.3%	6%	-2%	-4%	10%
